Compound activity (PubChem BioAssay)
GPR151 activ: human GPR151 activation; Q8TDV0; PathHunter beta-arrestin GPR151 cells, luminescence; activation, % at 11.2 µM; actives 1% (n = 650,000); AID 1508602; in the data active means activation above about 4.9%;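 further: 0% = median of compound wells and 100% = cells with positive control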
Target sequence (Q8TDV0 whole entry, looked up): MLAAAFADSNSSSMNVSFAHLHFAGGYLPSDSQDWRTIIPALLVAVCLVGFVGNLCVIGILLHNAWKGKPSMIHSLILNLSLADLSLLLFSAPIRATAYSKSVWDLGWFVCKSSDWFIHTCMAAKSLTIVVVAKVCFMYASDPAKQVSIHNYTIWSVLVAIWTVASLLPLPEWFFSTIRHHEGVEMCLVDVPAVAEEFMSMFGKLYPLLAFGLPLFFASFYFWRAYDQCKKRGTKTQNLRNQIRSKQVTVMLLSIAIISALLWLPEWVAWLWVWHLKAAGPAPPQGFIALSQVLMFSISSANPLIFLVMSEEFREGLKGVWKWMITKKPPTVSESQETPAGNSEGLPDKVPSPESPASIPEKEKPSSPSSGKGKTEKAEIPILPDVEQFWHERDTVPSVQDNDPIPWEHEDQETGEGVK
TEAD-YAP block: TEAD-YAP interaction inhibition. AID 1259422. HEK-TIYL cells, TEAD-Gal4/YAP UAS-luciferase luminescence. actives 1.4% (n = 640,000). inhibition, % at 9.12 µM; in the data active means inhibition above about 32%;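 further: 0% = median of test compound wells and 100% = reference inhibitor wells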
MITF primary: inhibitors of human MITF; O75030; AlphaScreen MITF homodimerization, bead proximity signal; inhibition, % at 2.6 µM; actives 0.91% (n = 650,000); AID 1259374; in the data active means inhibition above about 50%;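 further: 0% = vehicle wells with protein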
FBW7 activator: human FBW7 E3 ligase activation, primary screen; Q969H0; normalized activity (activation), % at 26.1 µM; actives 0.13% (n = 650,000); AlphaScreen FBW7–phospho-cyclin E peptide binding, activator screen; in the data active means normalized activity above about 1.9%;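 further: purified mutant Fbw7 with reduced substrate affinity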
Target sequence (Q969H0 whole entry, looked up): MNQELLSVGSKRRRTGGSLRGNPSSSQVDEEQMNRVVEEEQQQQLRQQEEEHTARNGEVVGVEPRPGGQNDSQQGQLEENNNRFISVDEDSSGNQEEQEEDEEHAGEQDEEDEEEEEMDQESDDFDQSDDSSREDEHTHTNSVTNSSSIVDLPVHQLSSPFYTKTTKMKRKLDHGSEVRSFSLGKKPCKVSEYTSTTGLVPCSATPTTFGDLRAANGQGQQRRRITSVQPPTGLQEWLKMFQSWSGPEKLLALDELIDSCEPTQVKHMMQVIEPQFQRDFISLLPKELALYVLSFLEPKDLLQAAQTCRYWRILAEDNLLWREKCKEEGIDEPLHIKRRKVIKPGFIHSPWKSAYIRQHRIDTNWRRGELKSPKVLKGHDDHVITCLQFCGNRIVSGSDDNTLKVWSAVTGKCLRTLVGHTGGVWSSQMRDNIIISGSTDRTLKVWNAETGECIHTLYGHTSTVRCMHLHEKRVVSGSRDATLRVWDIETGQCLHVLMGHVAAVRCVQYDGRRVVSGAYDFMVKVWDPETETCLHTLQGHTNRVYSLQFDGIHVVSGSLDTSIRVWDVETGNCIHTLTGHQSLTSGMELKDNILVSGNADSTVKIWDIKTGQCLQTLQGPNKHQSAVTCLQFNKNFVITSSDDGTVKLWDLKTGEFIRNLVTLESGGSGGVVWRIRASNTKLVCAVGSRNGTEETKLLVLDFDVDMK
* hit, by the source's call. Rows were taken by chance; about 3.5% have a hit in one of these screens.

Order of values – GPR151 activ, TEAD-YAP block, MITF primary, FBW7 activator
1: COC(=O)C1=C(C(=O)c2ccccc2)C(c2ccc(C(=O)OC)cc2)n2nnnc2N1 (centres undefined)
    0.0, -21, 14, 0.6
2: CCC1CN(CC(=O)N2CCC(C(C)N3CCOCC3)CC2)Cc2cc(OC)ccc2O1 (centres undefined)
    -0.9, -3, -2, -0.1
3: O=C(NCCc1ccc(F)cc1)C(=O)NCC1OCCCN1S(=O)(=O)c1ccccc1 (centres undefined)
    0.7, 4, -5, 0.0
4: CCCC1(C2CCN(C(=O)c3ccoc3)CC2)NC(=O)N(CCc2ccccn2)C1=O (centres undefined)
    -1.3, 13, 13, 0.5
5: c1ccc2c(c1)CC(N1CCCCC1)c1ccccc1N2 (centres undefined)
    -0.2, 8, 8, 0.0
6: Cc1nn2c(SCC(=O)Nc3cc(Cl)cc(Cl)c3)nnc2[nH]c1=O
    0.9, -4, -7, -0.1
7: Cc1cc2nc(-c3cccc(NC(=O)C(C)C)c3C)oc2cc1C
    0.7, 0, -12, -0.1
8: COc1ccc(OC(C)C(=O)Nc2ccc(Br)cc2F)cc1 (centres undefined)
    -1.2, 6, 8, 0.2
9: N#CC1=C(NC(=O)c2cc3cc([N+](=O)[O-])ccc3oc2=O)CCC1
    -0.6, -3, -6, -0.1
10: COC(=O)c1ccccc1S(=O)(=O)N1CC=C[C@H]1C(=O)NCc1ccc(OC)cc1
    0.6, 2, 0, 0.0
11: COCCNC(=O)C1CC(c2ccc(OC)cc2)=NO1 (centres undefined)
    0.1, -11, -23, 0.1
12: COCCN1C(=O)c2ccc(C(=O)Nc3ccc(CC(=O)O)cc3)cc2C1=O
    -1.1, -4, -13, -0.1
13: CCOc1ccc(Br)cc1/C=N/NS(=O)(=O)c1ccccc1
    -0.4, 30, -2, -0.1
14: COc1ccc2sc(Nc3ccc4c(c3)OCCO4)nc2c1
    -3.1, -26, 1, -0.1
15: CC(=O)Nc1sc(C)c(C)c1C(=O)OCc1cc(=O)oc2ccc3ccccc3c12
    -1.0, -4, 11, 0.7
16: O=C1CC(c2ccccc2)N(Cc2ccccc2)C(=S)N1 (centres undefined)
    0.1, 4, -7, -0.2
17: Cc1ccc(N2C(=O)CN(S(C)(=O)=O)CC2(C)C(=O)NC2CCCCCCC2)c(C)c1 (centres undefined)
    1.2, -6, 4, -0.1
18: Cc1ccc(CNC(=O)c2ccco2)cc1
    -0.9, 5, 14, -0.1
19: CCn1c2ccccc2c2nnc(SCC(=O)NC(C)c3ccccc3)nc21 (centres undefined)
    0.8, 10, 1, 0.2
20: CCOC(=O)C1(CC2CC2)CCN(C(=O)c2cnsn2)CC1
    0.1, -15, 2, -0.1

Next part, starting with the last 3 of the part before.
Order of values – GPR151 activ, TEAD-YAP block, MITF primary, FBW7 activator
18: Cc1ccc(CNC(=O)c2ccco2)cc1
    -0.9, 5, 14, -0.1
19: CCn1c2ccccc2c2nnc(SCC(=O)NC(C)c3ccccc3)nc21 (centres undefined)
    0.8, 10, 1, 0.2
20: CCOC(=O)C1(CC2CC2)CCN(C(=O)c2cnsn2)CC1
    0.1, -15, 2, -0.1
21: C/C(=N/NC(=O)c1ccccn1)c1c[nH]c2ccccc12
    0.0, -61, -21, -0.2
22: CCOc1ccc2nc(NC(=O)COc3ccccc3C)sc2c1
    -0.9, -5, 4, -0.1
23: Cc1cc(N2C(=O)CSC2c2ccc(Cl)cc2Cl)ccc1Br (centres undefined)
    -0.4, 3, 19, 0.2
24: CCOC(=O)C(C)(C)N(Cc1ccccc1C)S(=O)(=O)c1ccc([N+](=O)[O-])cc1
    -0.1, -2, 22, -0.3
25: Cc1ccc2cc3cc(C(=O)NCCCN4CCC(C)CC4)oc3nc2c1
    0.4, -23, -6, -0.2
26: COc1cccc(C(=O)Nc2nnc(C)s2)c1
    -0.7, -33, 5, -0.1
27: CCOc1ccc(N(C(=O)Nc2ccc(Cl)cc2)C2=NCCC2)cc1
    -0.6, -15, 3, 0.0
28: CN(C)CCOCCOc1cccc(Oc2ccccc2)c1
    1.7, -9, 51, 0.0
29: COc1ccc(C=Nc2ccc(NC(=O)CCC(=O)O)cc2)c(OC)c1
    0.0, 4, 2, 0.1
30: O=C1N[C@@H](COCc2ccccc2)C(=O)N2CCN(C(=O)NCc3ccccc3)C[C@H]12
    7.7*, 6, 75*, -0.2
31: O=C(Nc1ccc2[nH]ncc2c1)c1ccccc1-c1ccccc1
    4.2, 7, 4, 0.1
32: O=C(COC(=O)CC1CC2CCC1C2)NC1CC1 (centres undefined)
    0.0, -4, -3, -0.1
33: COc1cc(OC)c2c(C)cc(N3CCCC(C)C3)nc2c1 (centres undefined)
    1.2, -1, -6, -0.1
34: O=C(N[C@H]1C[C@H]2C(=O)N[C@@H](Cc3ccccc3)C(=O)N2C1)c1cc(F)ccc1F
    -1.1, -20, 4, 0.0
35: Cc1cnc(CNc2cc(-c3ccccn3)nc(C)n2)nc1
    0.2, 6, 3, -0.2
36: Cc1cc(C(=O)n2cnnc2N)ccc1[N+](=O)[O-]
    -1.0, -4, 13, 1.0
37: O=C(O)c1ccc(S(=O)(=O)c2ccc3c4c(cccc24)C(=O)N(c2cccc(O)c2)C3=O)cc1
    -1.1, -8, 2, 0.1
38: COCCSc1nnc(NS(=O)(=O)c2ccccc2)s1
    -1.0, 7, -10, -0.3
39: Cc1ccc(C(=O)NCC(=O)Nc2ccc(Oc3ccccc3)cc2)s1
    0.2, -10, -10, 0.1
40: COc1cc2nc(-c3ccc4c(c3)C(=O)N(c3ccccc3-c3ccccc3)C4=O)oc(=O)c2cc1OC
    0.4, -5, -3, 0.3

(list continues)
nr | SMILES | GPR151 activ | TEAD-YAP block | MITF primary | FBW7 activator
41 | CCCNc1nc(Nc2ccncc2)nc2nc[nH]c12 | -0.4 | 28 | 6 | 0.0
42 | COc1ccccc1NC(=O)[C@H](CSCc1ccccc1)N1Cc2ccccc2C1=O | 0.2 | 11 | 9 | 0.0
43 | Cc1cc(C)cc(Nc2ncnc3c2cnn3-c2cccc(C)c2)c1 | 0.3 | 5 | -1 | 0.0
44 | Nc1ccc2c(c1)Cc1cc([N+](=O)[O-])ccc1-2 | 2.7 | -33 | 0 | 0.2
45 | O=C(COc1ccc(Cl)cc1)N1CCC2(CCC(=O)N2Cc2ccccc2F)CC1 | 0.5 | -3 | 1 | 0.2
46 | CCOC(=O)CN(C)C(=O)CC1C(=O)NCCN1Cc1ccc(C)o1 (centres undefined) | 0.1 | 2 | -6 | -0.2
47 | O=C(Nc1cccc(Cl)c1Cl)c1cc2n(n1)C(C(F)(F)F)CC(c1ccc(Cl)cc1)N2 (centres undefined) | 1.5 | 0 | -5 | -0.2
48 | CCOC(=O)C1=C(C)N=c2s/c(=C\c3cc([N+](=O)[O-])ccc3N3CCOCC3)c(=O)n2C1c1ccccc1OC (centres undefined) | 0.1 | -3 | -7 | 0.1

Sorted by molar mass (largest number first): part of the list above
nr | SMILES | GPR151 activ | TEAD-YAP block | MITF primary | FBW7 activator
4 | CCCC1(C2CCN(C(=O)c3ccoc3)CC2)NC(=O)N(CCc2ccccn2)C1=O (centres undefined) | -1.3 | 13 | 13 | 0.5
9 | N#CC1=C(NC(=O)c2cc3cc([N+](=O)[O-])ccc3oc2=O)CCC1 | -0.6 | -3 | -6 | -0.1
41 | CCCNc1nc(Nc2ccncc2)nc2nc[nH]c12 | -0.4 | 28 | 6 | 0.0

The results go on.
nr | SMILES | GPR151 activ | TEAD-YAP block | MITF primary | FBW7 activator
49 | CCOc1ccccc1C(=O)Nc1ccc(CC)cc1 | 1.6 | -26 | -22 | 0.5
50 | O=C(Nc1ccc(-c2nc3ccc(NC(=O)c4ccc(F)cc4)cc3[nH]2)cc1)c1ccc(F)cc1 | 1.4 | -53 | 13 | 0.1
51 | COCC(=O)Nc1nnc(SCC(=O)Nc2cccc3ccccc23)s1 | -0.3 | -1 | 13 | -0.1
52 | NS(=O)(=O)c1ccc(CCNC(=S)NC(=O)c2ccco2)cc1 | 0.5 | 3 | -6 | 0.2
53 | Fc1ccc(CNc2ncnc3ccccc23)cc1 | 0.9 | 55* | -4 | -0.2
54 | CCOC(=O)C(CC)/C(C)=N\NC(=O)c1ccccc1O (centres undefined) | 0.6 | 59* | 0 | -0.9
55 | COc1cccc(CNC(=O)CCc2c(C)nc3c(c(C)nn3C)c2C)c1 | 0.9 | 4 | 6 | -0.2
56 | Cc1cccc2nc(CSc3ccccc3N)cn12 | -1.5 | -49 | 3 | -0.2

Remaining list, next part
nr | SMILES | GPR151 activ | TEAD-YAP block | MITF primary | FBW7 activator
57 | CCOc1cc2c(cc1OCC)C(c1cc(C)c(C)cc1C)NCC2 (centres undefined) | -1.0 | 3 | 9 | -0.1
58 | COc1ccc(C2(CNC(=O)c3cc(-c4ccccc4)n[nH]3)CCOCC2)cc1 | -0.4 | -4 | 11 | 0.2
59 | Cc1ccc(C(=O)CSc2n[nH]c(-c3ccncc3)n2)cc1 | -0.6 | -18 | 8 | -0.1
60 | N#CC1(C#N)C2CCCCC23OC(=N)C1(C#N)C(c1cccs1)O3 (centres undefined) | -2.1 | 10 | 21 | 0.2
61 | Cc1cc(=O)[nH]c(-n2nc(-c3cccs3)cc2NC(=O)C2(c3ccc(Cl)cc3)CCCC2)n1 | 1.1 | 0 | -5 | -0.1
62 | COCCNc1nc(SCc2cc(F)cc3c2OCOC3)nc2ccccc12 | 0.5 | -1 | -19 | -0.1
63 | O=[N+]([O-])c1cnc(NN(c2ccccc2)c2ccccc2)nc1 | 0.1 | 2 | 16 | -0.2
64 | O=C1/C(=C\c2ccccn2)SC(=S)N1c1ccccc1 | 1.3 | -18 | -2 | -0.3

(cont.)
nr | SMILES | GPR151 activ | TEAD-YAP block | MITF primary | FBW7 activator
65 | O=C(CCc1nc2cccnc2n1-c1ccccc1)NC1CCCC1 | 3.5 | 4 | 13 | 0.1
66 | CC1=C(C(=O)OC2CCCC2)C(c2cccc(F)c2)C2=C(CC(c3ccccc3)CC2=O)N1 (centres undefined) | -0.3 | 11 | -25 | 0.0
67 | OC(COc1ccc(Br)cc1)CN1CCN(c2ccccn2)CC1 (centres undefined) | -0.1 | 4 | 17 | 0.1
68 | Cc1ccc(-c2n[nH]c(=S)n2CCC(=O)O)cc1 | 0.7 | -1 | -3 | 0.1
69 | CC1(C)Cc2c(ccc3ccccc23)C(NNC(=O)c2ccc(Br)cc2)=N1 | 2.1 | -8 | 8 | -0.3
70 | COc1ccc2cc3cc(C(=O)Nc4ccc(F)cc4)oc3nc2c1 | 0.5 | -13 | 5 | -0.1
71 | Cc1ccc2[nH]c(=O)c(CN(CCCN(C)C)C(=O)Nc3ccccc3)cc2c1 | 0.1 | -4 | 6 | -0.1
72 | FC(F)(F)c1cccc(Nc2nnc(-c3cccnc3)s2)c1 | 0.7 | -12 | -1 | 0.1

The results go on:
nr | SMILES | GPR151 activ | TEAD-YAP block | MITF primary | FBW7 activator
73 | COC(=O)c1cccc(Nc2ncnc3ccc(C)cc23)c1 | -1.5 | -10 | -12 | -0.2
74 | Nc1nonc1-n1nnc(C(=O)NO)c1-c1ccccc1 | 1.8 | 2 | 11 | 0.5
75 | NCc1cccc(-c2cncc(N3CCN(C(=O)c4ccco4)CC3)n2)c1 | -0.5 | 1 | -13 | -0.1
76 | Cc1nc2ccccc2c2oc(C(=O)NCCN3CCCCC3C)cc12 (centres undefined) | 0.1 | -2 | 1 | 0.1
77 | COc1ccc(-n2c(=O)c3ccccc3n(CC(=O)NCCc3ccccc3)c2=O)cc1 | -0.1 | 1 | -11 | 0.0
78 | CCOC(=O)c1c(N)c(C#N)cn1-c1ccccc1 | 8.6* | -12 | 10 | 0.0
79 | O=C(N/N=C/c1cccc(Oc2ccc([N+](=O)[O-])cc2[N+](=O)[O-])c1)c1ccncc1 | 3.3 | -3 | -8 | -0.1
80 | Cc1cccc(C(=O)N2CCC3(CC2)CC3C(=O)NCCc2c[nH]c3ccccc23)c1 (centres undefined) | 0.9 | 8 | -19 | -0.2

Remaining list, next part.
nr | SMILES | GPR151 activ | TEAD-YAP block | MITF primary | FBW7 activator
81 | COCCCn1c(=N)c(C(=O)NCc2ccccc2)cc2c(=O)n3cc(C)ccc3nc21 | -0.3 | 2 | -2 | -0.1
82 | Cn1cc(S(=O)(=O)NC2CCCC2)c(=O)n(C)c1=O | 1.6 | 7 | -9 | 0.1
83 | O=C(c1nc2sccn2c1CN1CCc2ccccc2C1)N1CCCCC1 | -0.9 | 6 | 1 | 0.1
84 | O=C1c2ccc(-c3nc4ccccc4c(=O)o3)cc2C(=O)N1c1c[nH]c(=O)[nH]c1=O | 0.5 | 2 | 5 | 0.6
85 | CCc1cc(C)cc(OCC(O)CN2C(=O)NC(C)(C)C2=O)c1 (centres undefined) | 0.8 | 6 | 12 | 0.1
86 | COc1ccccc1Oc1ccc(NS(=O)(=O)c2ccccc2C#N)cc1 | -2.0 | -2 | 5 | 0.3
87 | NC(=O)c1ccc(NC(=O)COc2ccc(C(=O)c3ccc(F)cc3)cc2)cc1 | 0.7 | 8 | 4 | 0.1
88 | CCOC(=O)COc1cc2c(C(=O)OCCOC)c(C)oc2cc1Br | -0.7 | -9 | 16 | 1.3

New compounds follow.
nr | SMILES | GPR151 activ | TEAD-YAP block | MITF primary | FBW7 activator
89 | CN(CC(=O)NC1CCCC1)S(=O)(=O)c1cc(Cl)ccc1Cl | -0.6 | 4 | 1 | 0.3
90 | Cc1cccc(CN(CCN(C)C)C(=O)c2nc3ccc(-c4cn[nH]c4)cc3s2)c1 | -1.7 | -13 | 23 | -0.2
91 | O=C(COc1ccc2ccccc2c1)N/N=C/c1cccc(O)c1 | 1.2 | -1 | 7 | 0.0
92 | C=COCCNC(=O)Nc1ccccc1Cl | 0.9 | -14 | -8 | 0.0
